Screening results as filed in PubChem.
LGR2 inh: inhibitors of bursicon-induced LGR2 CRE-luciferase signal, primary screen, cell-based, HEK293, CRE-luciferase reporter, bursicon stimulation; bursicon-stimulated, 4 h; inhibition, % at 9.99 µM; 380,000 compounds, 0.35% hits; AID 720647, 2013;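 active = drop in luminescence signal, shown as inhibition above about 50% in the replicate tests, limit read from the data, passing the limit was not always enough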;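 also: agonist challenge used bursicon conditioned medium at about half maximal strength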
C2C12 statin: suppressors of statin myotoxicity in C2C12 myotubes, primary screen, cell-based, single point, plate reader; C2C12 myotubes + simvastatin, ATP luminescence, 48 h; scaled: DMSO 0, geranylgeraniol control 100; rescue of ATP level, % at 7.49 µM; 330,000 compounds, 0.78% hits; AID 602340, 2012;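 active = mean ATP rescue above about 67%, or every replicate alone reaching that limit, limit read from the data, passing the limit was not always enough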;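 also: myotubes were challenged with 10 µM simvastatin during compound exposure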
PglD DTNB: C. jejuni PglD acetyltransferase inhibitors, primary screen, biochemical, DTNB colorimetric, single point. 360,000 compounds, 0.098% hits. UDP-N-acetylbacillosamine N-acetyltransferase PglD (Campylobacter jejuni). inhibition, % at 12.5 µM. purified PglD enzyme, DTNB colorimetric CoA detection; in the data active = inhibition above about 16%, passing the limit was not always enough; also: strong numbers were not always called active
PAX8 reporter: inhibitors of PAX8-driven TPO luciferase reporter, primary screen, RMG-I cells, single concentration. SteadyGlo, 24 h. inhibition, % at 12.6 µM. 360,000 compounds, 1.2% hits;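 active = mean replicate inhibition at least 60% with every replicate also reaching 60%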;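 also: luciferase light reporting Pax8 driven TPO promoter activity; plate controls were median of neutral control wells for no effect and mitoxantrone controls for full effect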
INS-1E GSIS act: GLuc luminescence reporter in INS-1E cells, primary screen for activators of glucose-dependent secretion of insulin | 370,000 compounds, 0.61% hits | INS-1E GLuc reporter insulin secretion, 2-3 h | activation, % at 16.6 µM | AID 743287, 2014;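 active = lowest replicate activation of at least 40%, so every replicate reaches that level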;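 also: 0% = median of neutral control wells and 100% = median of IBMX positive control wells; some compounds called inactive have numbers as strong as hits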
PGC1a acetyl inh: inhibitors of PGC1a acetylation signal, primary screen, cell-based, U2OS, AlphaScreen, inhibitor mode. inhibition, % at 15.6 µM. 350,000 compounds, 0.17% hits. AID 651687, 2012. AlphaScreen anti-acetyl-lysine; with virally co-expressed GCN5 acetyltransferase;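 active = every replicate shows inhibition of at least 40%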;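 also: 0% = neutral control wells and 100% = positive control wells; some results beyond the cut were filed as inactive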
Cneo AK release: Cryptococcus neoformans cell lysis inducers, primary screen, AK release luminescence, single concentration | C. neoformans lysis, adenylate kinase release luminescence, 4 h; normalised: neutral wells 0, clomiphene wells 100 | 360,000 compounds, 0.2% hits | lysis activity, % at 15 µM | AID 651654, 2012;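 active = mean lysis activity across replicates of at least 80%, whatever share of replicates individually reach that level; inactive = mean lysis activity below 80%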
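Material – log-phase Cryptococcus neoformans yeast cells · Input – 5 × 10^6 yeast cells/mL · Medium – fresh YPD growth medium · Doses – single compound concentration per well · Timing – static 4 h at 37 °C with compound, 1 h detection · Detection – adenylate kinase release luminescence · Read-out – signal increase indicating cell lysis · Control set – Clomiphene as positive lysis control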
ARNT TACC3 PPI: disruptors of ARNT/TACC3 protein interaction, primary screen, biochemical, AlphaScreen, single concentration. Transforming acidic coiled-coil-containing protein 3 (Homo sapiens), Q9Y6A5. AlphaScreen His-ARNT PAS-B/GST-TACC3 binding, luminescence; TACC3 fragment carries E629A point mutation. inhibition, % at 9.99 µM. 390,000 compounds, 0.66% hits;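 active = mean inhibition of replicates at least 50% and at least half of replicates each reaching 50%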;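 also: 0% = complete ARNT plus TACC3 wells and 100% = ARNT alone without TACC3; many hits fall short of the cut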
Active calls of the source: *; / = no result given; & = joins results of further samples.

SMILES | LGR2 inh | C2C12 statin | PglD DTNB | PAX8 reporter | INS-1E GSIS act | PGC1a acetyl inh | Cneo AK release | ARNT TACC3 PPI
CCNC(=O)C1CCCN1S(=O)(=O)c1ccc2ccccc2c1 (stereo not drawn) | 6 | / | / | 3 | 11 | / | 2 | -1
Cc1c(/C=N/Nc2nc3ccccc3[nH]2)c2ccccc2n1C | -1 | 15 | -3 | 36 | / | -121 | 5 | 10
CC(C)NC(=O)N1CCCCN2[C@H](CO)[C@@H](c3ccc(C#Cc4ccccc4F)cc3)[C@H]2C1 | 4 | -12 | -2 | 5 | 1 | 0 | 5 | 4
CSCc1ccc(C(=O)OCc2nc3ccccc3s2)o1 | -98 | 1 | -3 | -25 | -15 | 5 | -1 | 6
CCc1nc2ccc(C(=O)NCCc3ccccn3)cn2c1N(CCC(C)C)CCN(C)C | -14 | 0 | -2 | 0 | 3 | -18 | -3 | /
Cn1c(=S)c2[nH]c(SCc3cccnc3)nc2n(C)c1=O | 5 | 4 | 2 | -1 | 11 | -2 | 0 | -1
CC1(C)CC(NC(=O)C2CCCCC2C(=O)O)CC(C)(C)N1 (stereo not drawn) | / | -1 | / | -23 | / | 8 | 0 | -1
C[C@H](CO)N1C[C@H](C)[C@@H](CN(C)C(=O)C2CCCCC2)Oc2ncc(-c3cccc(C#N)c3)cc2C1=O | -25 | -14 | -3 | -32 | -15 | -8 | -1 | -3
Cc1ccc(-c2ccc(C3[C@@H]4CN(Cc5cccnc5)C[C@H]3N4)cc2)cc1 (stereo partly drawn) | -9&-13 | / | / | -7&4 | -20&6 | -11&-39 | / | /
CN=C1SC(CC(=O)Nc2sc(C)c(C)c2C(=O)OC)C(=O)N1C (stereo not drawn) | -15 | -11 | 2 | / | -6 | 0 | 5 | -21
O=C(CSC1CCCCC1)Nc1nccs1 | / | / | 9 | / | / | -11 | 0 | -22
CC1=C(C(=O)Nc2ccccn2)C(c2cn(C)nc2C)C2=C(CCCC2=O)N1 (stereo not drawn) | 8 | / | / | 14 | -7 | / | / | -6
CN(C)c1ncc(CN2CCC(CO)(CCCc3ccccc3)CC2)s1 | -2 | 1 | 1 | 11 | / | 9 | 0 | -1
Cc1ccc(NC(=O)c2ccc(-c3cc(Cl)ccc3Cl)o2)c(C)c1 | -37 | -1 | 3 | -78 | 6 | / | -2 | /
CCOc1cccc(Nc2cc3n(c(=O)n2)CCc2cc(OC)c(OC)cc2-3)c1 | / | -5 | 10 | / | / | 7 | -4 | 36

3 of these compounds in a different format.
Under each structure: LGR2 inh, C2C12 statin, PglD DTNB, PAX8 reporter, INS-1E GSIS act, PGC1a acetyl inh, Cneo AK release, ARNT TACC3 PPI
> O=C(CSC1CCCCC1)Nc1nccs1
  /, /, 9, /, /, -11, 0, -22
> CC1=C(C(=O)Nc2ccccn2)C(c2cn(C)nc2C)C2=C(CCCC2=O)N1 (stereo not drawn)
  8, /, /, 14, -7, /, /, -6
> CN(C)c1ncc(CN2CCC(CO)(CCCc3ccccc3)CC2)s1
  -2, 1, 1, 11, /, 9, 0, -1

New compounds follow.
SMILES | LGR2 inh | C2C12 statin | PglD DTNB | PAX8 reporter | INS-1E GSIS act | PGC1a acetyl inh | Cneo AK release | ARNT TACC3 PPI
CCOC(=O)c1c(C)c(C(=O)N2CCN(c3ccc(F)cc3)CC2)c(C)n1C | 0 | 8 | -4 | -8 | 19 | 1 | 0 | -2
CCOc1ccccc1C1C(C(=O)Nc2ccccc2OC)=C(C)Nc2nc(CCCO)nn21 (stereo not drawn) | 13 | 6 | 3 | 17 | 18 | 5 | 0 | -2
CCCCc1nnc(NC(=O)C23CC4CC(CC(NC(C)=O)(C4)C2)C3)s1 | -7 | 6 | -3 | -12 | 19 | 2 | -2 | -5
CCCN(C)C[C@H]1OCCCC[C@H](C)Oc2ccc(NC(=O)NC3CCCCC3)cc2C(=O)N([C@@H](C)CO)C[C@H]1C | 2 | -15 | 2 | 11 | -14 | 13 | 3 | 3
COc1ccc(-c2cnc3c(c2)C(=O)N([C@@H](C)CO)C[C@@H](C)[C@@H](CN(C)S(C)(=O)=O)O3)cc1 | -8 | 10 | -1 | / | 40 | 1 | 93* | -6
COc1ccc(S(=O)(=O)N(C)C[C@@H]2Oc3ccc(NS(C)(=O)=O)cc3C(=O)N([C@@H](C)CO)C[C@@H]2C)cc1 | -6 | / | -1 | / | 14 | -2 | 1 | -1
CC(OC(=O)c1ccc(NS(=O)(=O)c2cccs2)cc1)C(=O)N(C)C1CCCCC1 (stereo not drawn) | 6 | / | -1 | -59 | -2 | -7 | 0 | -2
COc1ccc(NC(=O)C2(C)Cc3c(-c4cccc(NC(C)=O)c4)ccnc3O2)cc1OC (stereo not drawn) | -22 | -11 | 1 | 27 | -13 | / | 1 | /
N=c1c(S(=O)(=O)c2ccc(Cl)cc2)cc2c(=O)n3ccccc3nc2n1C1CCCC1 | -39 | 4 | -2 | 3 | 30 | / | 2 | -3
COc1ccc(NC(=O)COC(=O)CN2C(=O)C3CCCCC3C2=O)cc1 (stereo not drawn) | -6 | 9 | -3 | -10 | 0 | -5 | 0 | /
CCCCSc1nnc(-c2ccc(OC)cc2)n1C | / | -3 | 0 | / | / | -2 | -3 | -6
CCC(C)C(NC(=O)OC(C)(C)C)C(=O)NC(Cc1ccccc1)C(=O)OC (stereo not drawn) | / | -3 | 0 | / | / | -15 | 2 | -2
COc1ccc(NC(=O)N(C)C[C@H]2OCc3ccccc3-c3c(n(C)c4ccccc34)C(=O)N([C@@H](C)CO)C[C@@H]2C)c(OC)c1 | 1 | / | -1 | 10 | -10 | 2 | -2 | 3
C=CCNc1nc(NCCO)nc(N2CCCC2)n1 | / | 9 | 3 | / | / | 1 | -4 | 2
Cc1ccc(-n2c(N)c(S(=O)(=O)c3ccccc3)c3nc4ccccc4nc32)cc1 | 1 | / | / | 1 | -2 | -6 | / | 0
CN1C(=O)N[C@@H]2c3ccccc3O[C@@]1(C)[C@@H]2COC(=O)c1ccccc1 | / | / | 1 | 0 | / | -1 | 96* | 1
C[C@@H]1CN([C@@H](C)CO)C(=O)c2cc(NC(=O)Nc3ccc(C(F)(F)F)cc3)ccc2O[C@@H](C)CCCCO[C@H]1CN(C)C(=O)Cc1ccccc1 | -1 | -53 | 1 | 55 | -4 | / | 0 | 11
CCCC(=O)Nc1ccc2c(c1)OC[C@H](C)N(CCC(F)(F)F)C[C@@H](C)[C@H](OC)CN(C)C2=O | 5 | 12 | 1 | -1 | -2 | 0 | -1 | -3
COC(=O)c1cc(-c2ccc(Cl)cc2)n[nH]1 | -25 | -1 | / | -28 | -1 | 23 | / | -1
CC(=O)N1CCOc2ccc(S(=O)(=O)N3CCN(c4cccc(C(F)(F)F)c4)CC3)cc21 | 3 | -4 | -1 | 92* | -11 | 5 | -1 | 5
CNC(=O)C[C@@H]1CC[C@H]2[C@@H](COC[C@@H](O)CN2C(=O)c2ccc3c(c2)OCO3)O1 | -5 | -29 | 0 | / | 6 | 8 | 1 | 2
CCC(C)[C@H]1CNC(=S)N1CCc1cc(C(F)(F)F)cc(C(F)(F)F)c1 (stereo partly drawn) | 17 | -19 | 2 | 6 | 20 | -7 | 20 | 20
CCOc1ccc(-n2c(-c3ccco3)n[nH]c2=S)cc1 | 13 | 5 | -3 | / | 13 | 0 | 9 | -2
CC(=O)Nc1ccccc1OCC(=O)N(Cc1ccccc1)C(C)C | 10 | -3 | -5 | 20 | 1 | 20 | 3 | /
O=C(CSc1nnc(-c2cccs2)n1-c1ccccc1)N1CCCC1 | 7 | 35 | 4 | / | 2 | 3 | 1 | 4
COc1cccc(N2C(N)=NC(N)=NC2(C)C)c1 | -10 | / | / | / | 16 | -8 | / | 2
CC(C)NC(=O)Nc1ccc2c(c1)C(=O)N(C)[C@H]1CC[C@H](CC(=O)Nc3ccccc3)O[C@H]1CO2 | 10 | -14 | -1 | 1 | / | 0 | 0 | -3
CCCOc1ccc(F)cc1-c1cc(C(=O)NCc2ccccc2)[nH]n1 | 27 | 5 | -2 | 9 | / | -4 | 0 | /
CCN1C(=O)/C(=C\c2cccn2-c2ccc([N+](=O)[O-])cc2)N(CC)C1=S | 3 | / | 0 | -8 | 5 | 7 | 1 | -4
COc1cc(NC(=O)C2CCCN2C(=O)OCc2ccccc2)cc(OC)c1 (stereo not drawn) | / | 19 | 8 | / | / | -9 | 5 | 0
COc1ccc(-c2c3c(=O)n(C)c(=O)n(C)c3cn2N2CCOCC2)cc1 | / | -20 | 5 | / | / | / | -1 | 2
CCCCN(C(=O)c1cc(-c2ccco2)nc2ccccc12)c1c(N)n(CCCC)c(=O)[nH]c1=O | -5 | 19 | / | 9 | 36 | / | / | -3
CO[C@@H]1CN(C)C(=O)c2cc(NC(=O)c3ccccc3)ccc2OC[C@@H](C)N(C(=O)CN(C)C)C[C@H]1C | 1 | 3 | / | / | 5 | -4 | / | /
Cc1cc(-c2ccccc2)n2nc(C)c(C#N)c2n1 | / | 7 | 6 | 14 | / | 9 | 0 | -10
CCCCC(NC(=O)Cc1c(C)c2cc3c(-c4ccccc4)coc3c(C)c2oc1=O)C(=O)O (stereo not drawn) | 14 | 5 | 8 | -4 | -17 | 0 | -4 | 23
CCCC#Cc1cnc2c(c1)C(=O)N([C@@H](C)CO)C[C@@H](C)[C@H](CN(C)Cc1ccccc1)O2 | -13 | -1 | -1 | / | -7 | 2 | 0 | -8
Cc1cccc(C(=O)Nc2cc(S(=O)(=O)N3CCOCC3)ccc2N2CCCC2)c1 | -5 | / | / | 6 | -4 | / | / | -25
CCC1=C/C(=C/c2sc3ccccc3[n+]2CC)CC(C)(C)C1 | 12 | / | / | 1 | -14 | / | / | 10
COc1ccc2cc1Oc1ccc(cc1)C[C@H]1c3cc(c(OC)cc3CCN1C)Oc1c(OC)c(OC)cc3c1[C@H](C2)N(C)CC3 | / | -143 | -1 | 39 | / | -42 | 7 | 22
COc1cc(C(C)=NNC(=O)c2ccncc2)ccc1O | 9 | -2 | -4 | 2 | 2 | / | 1 | 3
CN(C(=O)CSc1nnc(-c2ccco2)n1C)C1CCCCC1 | -3 | -2 | 7 | 1 | -6 | 5 | -3 | /
C[C@@]12C(=O)N(c3ccc(F)cc3)C(=O)N1[C@@H]1c3ccccc3OC[C@@H]1[C@H]2c1ccccc1 | 2 | -14 | 1 | -4 | -20 | / | -2 | 11
CCOc1ccc(S(=O)(=O)N2CCN=C2c2ccccc2)c(C)c1C | 3 | -3 | 6 | -6 | -26 | / | 2 | -33
Cc1ccc(NS(=O)(=O)c2ccc3c(c2)CC(=O)N3)c(C)c1 | / | -13 | 0 | 0 | / | / | 0 | -7
O=C(NCCc1ccccc1)[C@H]1N[C@H]2c3ccc(-c4ccccc4)c(=O)n3C[C@H]2[C@@H]1CO | -5 | -11 | 3 | / | 11 | / | 0 | 4
O=C(Nc1nnc(CCN2CCCCC2)s1)C1CCCCC1 | / | 9 | -2 | / | / | -3 | 7 | -8
CC(C)NC(=O)Nc1ccc2c(c1)C(=O)N([C@H](C)CO)C[C@H](C)[C@@H](CN(C)C)OCCCC[C@@H](C)O2 | 11 | / | -1 | -9 | 27 | -2 | 1 | -6
